Source: PubChem BioAssay
tim10-1 inh: growth inhibitors of tim10-1 mutant yeast, primary screen, luminescence, uHTS | S. cerevisiae tim10-1 ts strain growth, BacTiter-Glo, 24 h | inhibition, % at 20 µM | 330,000 compounds, 2.2% hits | AID 463190, 2010;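 active means inhibition of at least 40%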;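 further: mutant grown at 25 °C; 0% = DMSO wells with yeast and 100% = wells holding no yeast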
beta cell repl: inducers of MIN6 beta-cell proliferation, primary screen, ATP luminescence, uHTS. MIN6 cells proliferation, ATPlite luminescence, 48 h; cells starved in 0.2% serum; 100% = growth in 10% serum. proliferation, % at 10 µM. 330,000 compounds, 0.29% hits. AID 2380, 2010;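 active means compounds whose signal lies at least 3.5 SD above the mean of all wells on their plate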;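 further: 0% = DMSO-treated cells in low-serum medium and 100% = 10% serum control; some compounds called inactive have numbers as strong as hits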
TIM10 inh: growth inhibitors of isogenic TIM10 control yeast, primary screen, counter-screen for tim10-1 yeast inhibitor project, luminescence, uHTS | S. cerevisiae TIM10 strain growth, BacTiter-Glo luminescence, 24 h | inhibition, % at 10 µM | 330,000 compounds, 1.4% hits | AID 463195, 2010;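 active means inhibition of 40% or more at the single tested concentration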;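 further: wild-type TIM10 isogenic control strain grown at permissive 25 °C; 0% = DMSO yeast wells and 100% = minimal medium wells without yeast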
mIAP activ: activators of mouse IAP, primary screen, biochemical, luminescence, uHTS. intestinal alkaline phosphatase [Mus musculus]. muIAP, CDP-Star luminescence, 30 min; hits give high values; 1 = vehicle-only enzyme signal, 0 = enzyme-free wells. activation factor at 10 µM. 330,000 compounds, 0.24% hits;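 active means activation factor of at least 2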; further: the source names both 10 and 20 µM as test concentration; values of inactives mirror those of a sister screen read the other way
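System: Mouse IAP enzyme | Also added: CDP-Star substrate | Dosing: Compounds dispensed in DMSO | Schedule: 30 min enzyme-substrate-compound incubation at room temperature | Technique: Chemiluminescence readout | Control set: DMSO-only wells and no-enzyme negative control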
mIAP inh: inhibitors of mouse IAP, primary screen, biochemical, luminescence, uHTS. purified mouse IAP, CDP-Star luminescence, 30 min. AID 2806, 2010. 330,000 compounds, 0.2% hits. inhibition, % at 10 µM;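 active means inhibition of at least 40% at 10 µM in the primary screen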;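 further: plate controls were DMSO with enzyme for no effect and no enzyme wells for full effect; values of inactives mirror those of a sister screen read the other way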
A3A deaminase: APOBEC3A ssDNA deaminase inhibitors, primary screen, selectivity assay for APOBEC3G inhibitor project, biochemical, FAM/TAMRA oligo cleavage fluorescence. recombinant A3A, FAM/TAMRA ssDNA deamination fluorescence. 330,000 compounds, 0.41% hits. DNA dC->dU-editing enzyme APOBEC-3A (Homo sapiens), P31941. inhibition, % at 20 µM. AID 493011, 2011;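 active means at least 40% inhibition at 20 µM here, with at most 30% in a related deaminase screen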;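 further: plate controls were A3A with DMSO for no effect and wells lacking A3A enzyme for full effect; some results filed as inactive read as strong as hits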
Target sequence (P31941 whole entry, looked up): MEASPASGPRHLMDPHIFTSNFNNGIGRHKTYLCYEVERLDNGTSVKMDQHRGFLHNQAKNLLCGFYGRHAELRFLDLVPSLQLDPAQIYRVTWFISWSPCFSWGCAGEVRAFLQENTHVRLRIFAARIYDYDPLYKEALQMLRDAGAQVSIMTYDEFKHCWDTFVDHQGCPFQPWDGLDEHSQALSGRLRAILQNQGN
hIAP block: human IAP inhibitors, primary screen, biochemical, luminescence, uHTS | Intestinal-type alkaline phosphatase (Homo sapiens), P09923 | inhibition, % at 10 µM | 330,000 compounds, 0.12% hits | purified IAP, CDP-Star luminescence, 30 min | AID 2544, 2010;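 active means inhibition reaching a set limit with compound at 10 µM in the primary screen, cut at about 35% in these data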;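 further: plate controls were DMSO wells with enzyme for no effect and no-enzyme buffer wells for full effect; values of inactives mirror those of a sister screen read the other way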
Target sequence (P09923 whole entry, looked up): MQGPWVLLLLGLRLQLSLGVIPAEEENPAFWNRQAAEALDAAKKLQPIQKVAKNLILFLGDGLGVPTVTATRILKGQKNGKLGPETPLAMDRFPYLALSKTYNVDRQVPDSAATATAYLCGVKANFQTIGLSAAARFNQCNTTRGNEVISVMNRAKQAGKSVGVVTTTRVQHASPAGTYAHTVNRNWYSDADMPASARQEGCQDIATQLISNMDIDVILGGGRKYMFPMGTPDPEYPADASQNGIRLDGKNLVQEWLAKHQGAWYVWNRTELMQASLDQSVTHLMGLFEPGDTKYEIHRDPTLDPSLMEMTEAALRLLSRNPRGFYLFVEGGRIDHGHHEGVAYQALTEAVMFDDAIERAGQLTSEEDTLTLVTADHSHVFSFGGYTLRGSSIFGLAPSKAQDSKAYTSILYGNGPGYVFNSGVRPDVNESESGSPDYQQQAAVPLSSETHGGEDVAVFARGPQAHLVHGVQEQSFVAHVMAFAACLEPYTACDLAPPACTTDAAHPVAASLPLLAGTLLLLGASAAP
NLRP3 yeast inh: NALP3 inflammasome inhibitors in reconstituted yeast, primary screen, luminescence, uHTS | Yeast reconstituted NLRP3/ASC/caspase-1, beta-gal luminescence, 24 h | inhibition, % at 10 µM | 330,000 compounds, 0.39% hits | AID 2825, 2010;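 active means inhibition of 50% or more; inactive means inhibition below 50%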;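 further: plate controls were induced DMSO wells for no effect and uninduced yeast grown without galactose for full effect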
A3G deaminase: APOBEC3G DNA deaminase inhibitors, primary screen, biochemical, fluorescence, single-stranded DNA substrate, uHTS | recombinant A3G, ssDNA deamination FAM/TAMRA fluorescence | inhibition, % at 20 µM | 330,000 compounds, 0.28% hits;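 active means inhibition of at least 40% at 20 µM, with no more than 30% in the related APOBEC3A deaminase screen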;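 further: plate controls were DMSO wells with A3G for no effect and wells lacking A3G enzyme for full effect; some compounds called inactive have numbers as strong as hits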
Target sequence (Q9HC16 whole entry, looked up): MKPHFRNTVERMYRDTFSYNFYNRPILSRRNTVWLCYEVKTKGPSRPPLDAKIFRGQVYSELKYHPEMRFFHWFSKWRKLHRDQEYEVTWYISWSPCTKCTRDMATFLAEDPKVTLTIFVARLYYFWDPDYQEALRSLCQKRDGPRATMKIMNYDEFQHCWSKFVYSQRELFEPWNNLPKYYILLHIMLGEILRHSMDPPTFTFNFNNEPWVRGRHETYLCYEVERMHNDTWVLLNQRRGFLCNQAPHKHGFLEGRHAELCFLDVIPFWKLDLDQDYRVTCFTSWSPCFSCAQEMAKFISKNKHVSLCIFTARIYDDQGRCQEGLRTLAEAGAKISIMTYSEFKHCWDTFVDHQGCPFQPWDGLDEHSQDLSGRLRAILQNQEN
Numbers without * were called inactive.

No. | SMILES | A3G deaminase | hIAP block | mIAP inh | beta cell repl | mIAP activ
1 | CCOc1ccc(C2/C(=C(/O)c3ccc4c(c3)CC(C)O4)C(=O)C(=O)N2CC2CCCO2)cc1 (stereo not given) | -1 | 5 | 1 | 4 | 0.99
2 | COc1ccc(/C=N/Nc2cc(C)nc(-n3nc(C)cc3C)n2)cc1 | -5 | -39 | 12 | -6 | 0.88
3 | COc1ccc(Br)cc1C1NC(=O)NC(C)=C1C(=O)N(C)C (stereo not given) | -2 | 1 | 5 | -2 | 0.95
4 | Cc1nnc(SCC(=O)Nc2cccc(C(F)(F)F)c2)[nH]c1=O | -3 | 21 | -4 | -2 | 1
5 | COCCNC(=S)N1CCC(C(=O)c2ccc3c(c2)OCCO3)CC1 | -9 | 8 | 6 | 3 | 0.94
6 | Cc1cn(C2OC(COC(=O)c3ccccc3)C(O)C2Cl)c(=O)[nH]c1=O (stereo not given) | 4 | 2 | -3 | -3 | 1
7 | Cc1sc2ncnc(SCC(=O)N3CCOCC3)c2c1C | -2 | 14 | 6 | -4 | 0.94
8 | Cc1nc(NC(=O)CN2CCN(c3cccc(Cl)c3)CC2)sc1C(=O)N(C)C | -6 | -2 | 1 | -4 | 0.99
9 | COc1ccnc(Oc2ccccc2)c1-c1ncn[nH]1 | -2 | -6 | 6 | -2 | 0.94
10 | CCNC(=O)C12CCC(C)(C(=O)C1Br)C2(C)C (stereo not given) | -6 | -4 | -4 | 0 | 1

No. | NLRP3 yeast inh | TIM10 inh | A3A deaminase | tim10-1 inh
1 | -16 | 3 | -2 | 0
2 | 9 | 26 | 0 | -4
3 | -6 | 11 | -1 | 8
4 | 9 | 13 | -3 | 6
5 | 1 | 8 | -5 | 13
6 | 10 | -5 | 0 | 8
7 | 25 | 4 | -4 | 12
8 | 16 | -7 | -7 | -4
9 | 13 | 7 | 2 | 5
10 | 7 | -19 | 2 | 11

More structures.
No. | SMILES | A3G deaminase | hIAP block | mIAP inh | beta cell repl | mIAP activ
11 | COC(=O)c1cc(-c2ccc(S(=O)(=O)N3CCCCC3)cc2)c(C(F)(F)F)s1 | -3 | -43 | -4 | -4 | 1
12 | Cc1cc(NC(=O)c2ccc(S(=O)(=O)N(C)CC3CCCO3)cc2)no1 (stereo not given) | -6 | -2 | 2 | -1 | 0.98
13 | NC(=O)C1CCN(C(=O)c2cccc(S(=O)(=O)N3CCCC3)c2)CC1 | 14 | -10 | -9 | -2 | 1.1
14 | Cc1nc(-c2cc(C#N)c(Sc3ccc(Cl)cc3Cl)nc2C)cs1 | 1 | 0 | 12 | -3 | 0.88
15 | COC(=O)C1=C(C)NC(C)=C(C(=O)OC)C1/C=C/c1ccccc1 | -9 | 5 | -1 | -4 | 1
16 | Cc1ccc2[nH]c(=O)c(COC(=O)C3CCCO3)cc2c1 (stereo not given) | -8 | -7 | -1 | -2 | 1
17 | COc1ccc(CCNC(=O)COc2ccc(S(=O)(=O)NC(C)C)cc2Cl)cc1OC | -4 | -2 | -6 | 1 | 1.1
18 | Cc1ccc(NC(=O)Cn2c([N+](=O)[O-])cnc2C)cc1 | -11 | -1 | 9 | -1 | 0.91
19 | COc1ccc(S(=O)(=O)N2CCN(C(=O)c3cc(-c4ccc(Br)cc4)n[nH]3)CC2)cc1OC | -4 | 8 | -10 | -6 | 1.1
20 | O=C(NCCN1CCOCC1)c1c(O)nc2ccccn2c1=O | -11 | 7 | -3 | -2 | 1

No. | NLRP3 yeast inh | TIM10 inh | A3A deaminase | tim10-1 inh
11 | -7 | 18 | -1 | 30
12 | 18 | 1 | -1 | 14
13 | 23 | 3 | 3 | 11
14 | -3 | 0 | 2 | 2
15 | -13 | 9 | -9 | 28
16 | 12 | -9 | -2 | -1
17 | 11 | -10 | 4 | 9
18 | 13 | -17 | 3 | 3
19 | -1 | 6 | 4 | 18
20 | 26 | -7 | -7 | -11

5 of the entries above in order of their number in mIAP activ, largest number first.
# | molecule | mIAP activ
19 | COc1ccc(S(=O)(=O)N2CCN(C(=O)c3cc(-c4ccc(Br)cc4)n[nH]3)CC2)cc1OC | 1.1
16 | Cc1ccc2[nH]c(=O)c(COC(=O)C3CCCO3)cc2c1 (stereo not given) | 1
12 | Cc1cc(NC(=O)c2ccc(S(=O)(=O)N(C)CC3CCCO3)cc2)no1 (stereo not given) | 0.98
18 | Cc1ccc(NC(=O)Cn2c([N+](=O)[O-])cnc2C)cc1 | 0.91
14 | Cc1nc(-c2cc(C#N)c(Sc3ccc(Cl)cc3Cl)nc2C)cs1 | 0.88

(next part)
No. | SMILES | A3G deaminase | hIAP block | mIAP inh | beta cell repl | mIAP activ
21 | COc1cc(C)nc(Oc2ccc(OCc3ccccc3)nn2)n1 | -2 | -3 | -5 | -1 | 1.1
22 | Nc1nc(-c2ccc(Cl)cc2)c(S(=O)(=O)c2ccccc2)s1 | -1 | 8 | 10 | -5 | 0.9
23 | Fc1ccccc1-c1ccc(/C=N/Nc2nc3ccccc3[nH]2)o1 | -5 | 8 | 11 | -6 | 0.89
24 | N#C/C(=C/c1ccc([N+](=O)[O-])cc1)C(=O)Nc1ccccc1O | -11 | 10 | 12 | -1 | 0.88
25 | O=C(Nc1ccccc1NC(=O)c1c(F)cccc1F)c1c(F)cccc1F | 2 | -3 | -7 | -3 | 1.1
26 | COC(=O)C1=C(C)N2C(=O)CSC2=NC1c1ccc2c(c1)OCO2 (stereo not given) | -4 | -6 | 2 | 1 | 0.98
27 | COCCCNC(=O)/C=C1\Sc2ccccc2N(Cc2ccccc2F)C1=O | 6 | 6 | -3 | -6 | 1
28 | COc1cccc(C2=NNC(=NCc3ccccc3)SC2)c1 | -12 | 13 | 8 | -3 | 0.92
29 | Cc1ccc(NC(=O)C(C)NS(=O)(=O)c2ccc(F)cc2)cc1C (stereo not given) | 3 | 1 | -6 | 0 | 1.1
30 | COc1cccc(-c2nc(NCC3CCCO3)c3ccccc3n2)c1O (stereo not given) | -11 | -23 | 2 | -2 | 0.98

No. | NLRP3 yeast inh | TIM10 inh | A3A deaminase | tim10-1 inh
21 | 18 | 6 | -1 | 10
22 | -1 | 13 | -5 | 29
23 | 0 | 15 | -3 | 0
24 | 14 | 14 | -9 | 33
25 | 12 | 1 | 0 | 32
26 | -6 | -6 | 0 | 11
27 | 1 | 11 | -5 | 22
28 | 12 | 22 | 1 | 25
29 | 0 | -23 | 2 | 7
30 | 28 | 3 | -2 | 16

Following part
No. | SMILES | A3G deaminase | hIAP block | mIAP inh | beta cell repl | mIAP activ
31 | CCN(C(=O)COC(=O)/C=C/c1c(C)nn(Cc2ccc(C)cc2)c1C)C1CCS(=O)(=O)C1 (stereo not given) | -5 | -2 | 3 | 3 | 0.97
32 | O=C1c2ccccc2C(=O)c2c1ccc1c(=O)n(-c3ccccc3)[nH]c21 | -1 | 10 | 2 | -4 | 0.98
33 | CCN(CC)C(=O)CSc1nnc(-c2cc(OC)cc(OC)c2)o1 | -8 | 9 | -7 | -2 | 1.1
34 | CC(=O)CC1(O)C(=O)N(CN2CCN(c3ccccc3)CC2)c2ccccc21 (stereo not given) | -1 | 5 | -4 | -1 | 1
35 | O=S(=O)(c1ccc(Cl)cc1)c1cnc(-c2cccnc2)nc1-c1ccccc1 | -5 | 8 | 1 | -2 | 0.99
36 | CCCCCc1c(C)nc(N2CCOCC2)[nH]c1=O | -3 | -19 | 7 | -2 | 0.93
37 | Cc1cccc2cc(COC(=O)c3ccccc3)c(=O)[nH]c12 | -5 | -2 | 4 | -1 | 0.96
38 | Cc1cc(C)c2nc(SCC(=O)NCCC3=CCCCC3)cc(C)c2c1 | -4 | 9 | -4 | 0 | 1
39 | CC(Sc1nc2ccccc2c(=O)n1Cc1ccco1)C(=O)c1ccccc1 (stereo not given) | 0 | 10 | 13 | -4 | 0.87
40 | Cc1ccc(C(=O)N2CCCC(Nc3ccc(F)c(F)c3)C2)cn1 (stereo not given) | -4 | -4 | -2 | -1 | 1

No. | NLRP3 yeast inh | TIM10 inh | A3A deaminase | tim10-1 inh
31 | 5 | 3 | 6 | 7
32 | 20 | 15 | 4 | 23
33 | 25 | 2 | -7 | 17
34 | 12 | 5 | -2 | -6
35 | -13 | -10 | 0 | 28
36 | -1 | 9 | 1 | 4
37 | 14 | -8 | 0 | -6
38 | -10 | -9 | -2 | 26
39 | 11 | 7 | 3 | 16
40 | 1 | -1 | -3 | 2

(more compounds)
No. | SMILES | A3G deaminase | hIAP block | mIAP inh | beta cell repl | mIAP activ
41 | CC(=O)N(O)CCCCCNC(=O)CCC(=O)N(O)CCCCCNC(=O)CCC(=O)N(O)CCCCCN | -4 | -54 | -10 | 5 | 1.1
42 | C/C(N)=C(/C#N)C(=O)CSc1nc2ccccc2c(=O)n1CCCO | -7 | 10 | -5 | 2 | 1.1
43 | COC(=O)c1cc(C#N)c(N2CCOCC2)nc1C | -5 | -11 | 4 | 1 | 0.96
44 | Cc1cc(C)nc(NS(=O)(=O)c2ccc(NC(=O)Cc3ccc(F)cc3)cc2)n1 | -3 | -5 | 0 | -5 | 1
45 | COc1ccc(C(C)=O)cc1CSc1nnc(Nc2ccc(C)cc2C)s1 | -8 | -12 | 1 | -5 | 0.99
46 | O=C(CCCSc1nc2ccccc2[nH]1)NC1=NCCS1 | -2 | -20 | 5 | -2 | 0.95
47 | C/C(=N\NC(=S)Nc1ccccc1C)c1ccc(O)cc1 | 2 | -1 | 19 | -1 | 0.81
48 | CCOC(=O)CN1CCS(=O)(=O)CC1 | -11 | -7 | 1 | 0 | 0.99
49 | CCn1cc(C(=O)N[C@H](C(=O)NCCN2CCOCC2)C(C)C)c(=O)c2cc3c(cc21)OCO3 | 0 | -18 | -8 | 0 | 1.1
50 | O=C(Nc1ccccc1)N(Cc1ccccc1)CC(O)C(F)(F)F (stereo not given) | -6 | 15 | -8 | 1 | 1.1

No. | NLRP3 yeast inh | TIM10 inh | A3A deaminase | tim10-1 inh
41 | 14 | -2 | -4 | 6
42 | -7 | 1 | 1 | 3
43 | 19 | 1 | 1 | -2
44 | -4 | 2 | -8 | -12
45 | 31 | 12 | -6 | 33
46 | 1 | -5 | 3 | 5
47 | 9 | 27 | -3 | 30
48 | 9 | -3 | -2 | -5
49 | 10 | -4 | -1 | -5
50 | 19 | -4 | -4 | 3

3 entries out of the list, ordered by number of heavy atoms, high to low.
No. | SMILES | A3G deaminase | hIAP block | mIAP inh | beta cell repl | mIAP activ
47 | C/C(=N\NC(=S)Nc1ccccc1C)c1ccc(O)cc1 | 2 | -1 | 19 | -1 | 0.81
43 | COC(=O)c1cc(C#N)c(N2CCOCC2)nc1C | -5 | -11 | 4 | 1 | 0.96
48 | CCOC(=O)CN1CCS(=O)(=O)CC1 | -11 | -7 | 1 | 0 | 0.99

No. | NLRP3 yeast inh | TIM10 inh | A3A deaminase | tim10-1 inh
47 | 9 | 27 | -3 | 30
43 | 19 | 1 | 1 | -2
48 | 9 | -3 | -2 | -5
